Source: PubChem (National Center for Advancing Translational Sciences (NCATS))
FBPA Giardia inh: inhibitors of Giardia lamblia fructose-1,6-bisphosphate aldolase; A8B2U2; purified Giardia FBPA; Potency, µM (titrated, usually from 59.6 µM), for the others: top-dose activity, negative = inhibition, most hits filed as inhibitors; 0.71% of 290,000 active; AID 2451; further: potency means the concentration at half of the fitted maximal effect; nearly all actives have a fitted effect of over 55% in size
Target sequence (A8B2U2 whole entry, looked up): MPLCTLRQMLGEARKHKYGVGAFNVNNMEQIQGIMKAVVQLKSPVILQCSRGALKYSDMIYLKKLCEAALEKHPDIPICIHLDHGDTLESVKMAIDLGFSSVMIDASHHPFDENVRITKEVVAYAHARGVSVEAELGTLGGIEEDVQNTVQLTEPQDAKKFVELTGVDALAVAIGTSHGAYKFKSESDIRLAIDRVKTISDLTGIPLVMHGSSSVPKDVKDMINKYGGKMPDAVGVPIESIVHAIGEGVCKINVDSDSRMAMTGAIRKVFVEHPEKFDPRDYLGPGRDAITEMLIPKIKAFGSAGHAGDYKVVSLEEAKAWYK
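40 nM FBPA preincubated 10 min at RT with compound (up to 57.5 uM final), then substrate plus GAPDH/TPI/NAD/arsenate coupling and diaphorase/resazurin added. Fluorescence read after 20 min at RT, 525/598 nm.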
HCMV antiviral: inhibitors of human cytomegalovirus; 4.5% of 410,000 active; AID 1259415; HFF cells, HCMV-luciferase reporter, 72 h; active compounds read low; activity change, negative = inhibition, % at 57.5 µM; in the data active means activity change below about -60%; inconclusive means no clear call, values can overlap the other calls; inactive means above about -39%
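Compounds were evaluated in HFFs infected with an HCMV luciferase reporter virus (MOI 1 PFU/cell). Luciferase in lysates collected 72 h post infection served as the replication measure.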
AmpC inh no detg: blocks E. coli AmpC beta-lactamase in detergent-free assay; P00811; AmpC nitrocefin hydrolysis, absorbance 480 nm, 0.0001% Triton; Potency, µM (titrated, usually from 57.1 µM), for inactives: at the highest dose activity change, negative = inhibition, usual class: inhibitors; 0.52% of 330,000 active;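 further: potency means the concentration at half of the fitted maximal effect; plate controls were no compound for no effect and no enzyme for full effect; nearly all actives have a fitted effect of over 20% in size; some results filed as inactive show a strong effect at the top dose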
Target sequence (P00811 whole entry, looked up): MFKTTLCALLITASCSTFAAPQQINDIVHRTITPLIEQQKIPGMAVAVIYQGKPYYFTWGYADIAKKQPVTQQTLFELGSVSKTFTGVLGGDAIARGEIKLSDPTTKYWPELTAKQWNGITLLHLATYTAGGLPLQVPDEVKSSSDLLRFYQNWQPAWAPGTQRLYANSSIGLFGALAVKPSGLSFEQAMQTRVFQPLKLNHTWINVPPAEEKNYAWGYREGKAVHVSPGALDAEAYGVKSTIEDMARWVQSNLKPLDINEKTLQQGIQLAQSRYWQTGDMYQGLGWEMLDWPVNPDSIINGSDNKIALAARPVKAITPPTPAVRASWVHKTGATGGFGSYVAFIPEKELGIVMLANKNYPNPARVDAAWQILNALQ
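20 mM phosphate pH 7.0 + 0.01% (detergent screen) or 0.0001% Triton X-100; 5.3 nM AmpC reagent; cpd preinc 15 min RT; nitrocefin (800 uM stock) to start; A480 q20 s × 4 min; Activity was normalised to no-enzyme and no-compound control wells.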
AmpC inh detg: blocks E. coli AmpC beta-lactamase in detergent assay. P00811. AmpC hydrolysis of nitrocefin, absorbance 480 nm, 0.01% Triton. Potency, µM (series often up to 114 µM), without a hit: at the top dose activity change, negative = inhibition, most hits filed as inhibitors. 0.041% of 370,000 active. AID 485294;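 further: potency means the concentration at half of the fitted maximal effect; 0% = no-compound wells and -100% = no-enzyme wells; nearly all actives have a fitted effect of over 25% in size; some results filed as inactive show a strong effect at the top dose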
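AmpC (5.3 nM in the dispensed reagent) in 20 mM phosphate pH 7.0 with 0.01% (detergent screen) or 0.0001% Triton X-100 was preincubated with compounds for 15 min at room temperature. Nitrocefin was then added from an 800 uM solution, and hydrolysis was followed at 480 nm.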
Sm TGR inh: blocks Schistosoma mansoni thioredoxin glutathione reductase; Q962Y6; purified TGR, DTNB reduction, TNB absorbance 405 nm; Potency, µM (titrated, usually from 114 µM), without a hit: top-dose activity change, negative = inhibition, usual class: inhibitors; 3% of 360,000 active; further: potency means the concentration at half of the fitted maximal effect; nearly all actives have a fitted effect of over 60% in size
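TGR 20 nM + NADPH 100 uM (dispensed conc.), cpd preinc 15 min RT; start with NADPH (500 uM addition) then DTNB (15 mM addition). Kinetic TNB absorbance, 405 nm filter. Four-parameter Hill fit across titration.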
HCV inh: inhibitors of hepatitis C virus infection. Huh7.5.1 HCVcc-Cre infection, luciferase reporter, 44 h. Potency, µM (doses to about 41.8 µM), inactives show at the highest dose activity change, negative = inhibition, actives largely listed as inhibitors. 3.4% of 340,000 active; further: potency means the concentration at half of the fitted maximal effect
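HCVcc-Cre virus at an moi near 0.5 was added right after compound to cells cultured 4 h from seeding (1,000 cells/well). Luciferase activity was determined 44 h later, 15 min after substrate addition at RT.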
* = called active by the depositor; & = joins results of further samples; [ ] = another dose, or the depositor's remark. Unless noted, the call rests on the fitted dose curve; in most records, active means well fitted curve in the direction sought with a large enough effect; inconclusive means small, poorly fitted or top-dose-only effect, or another doubt; inactive means no such curve, though single readings can be large; an effect the other way counts as inactive or inconclusive. Unless noted, on the % scale 0 is the no-effect control and ±100 the full control effect. Random draw from the library. About 9.9% of those tested had a hit in this group.

How did Cc1cc(C)c2c(-c3ccc(F)cc3)c(C#N)c(=O)n(C)c2n1 do in these assays?
FBPA Giardia inh: 16%; HCMV antiviral: 9; AmpC inh no detg: -10%; AmpC inh detg: -7%; Sm TGR inh: -1%; HCV inh: -1%

Results for CCOc1ccccc1-c1ccc(C(=O)NCc2ccccc2)o1 ?
FBPA Giardia inh: 1%; HCMV antiviral: -2; AmpC inh no detg: -19%; AmpC inh detg: -19%; Sm TGR inh: inconclusive; HCV inh: 14µM*

How did COc1ccccc1NC(=O)CSc1sc2c(O)cc(=O)[nH]c2c1C#N do in these assays?
FBPA Giardia inh: -19%; HCMV antiviral: 40; AmpC inh no detg: -39%; AmpC inh detg: -1%; Sm TGR inh: 14µM*; HCV inh: 4%

Results for O=C(NCc1ccc(Cl)cc1)c1ccc(Cn2c(=O)c3cccn3c3cccnc32)cc1 ?
HCMV antiviral: inconclusive; AmpC inh detg: -6%; Sm TGR inh: 1%

Results for CC(C)(C)NS(=O)(=O)c1ccc(NC(=O)C(Sc2ccccc2)c2ccccc2)cc1 (stereo not drawn) ?
FBPA Giardia inh: -12%; HCMV antiviral: -11; AmpC inh no detg: -47%; AmpC inh detg: -4%; Sm TGR inh: 0%; HCV inh: inconclusive

What do the screens show for `COc1ccc(CCNC(=O)CCNC(=O)N2CC(=O)Nc3ccccc32)cc1`?
HCMV antiviral: -5; AmpC inh no detg: 10%; AmpC inh detg: -1%; Sm TGR inh: -1%; HCV inh: 10%

What do the screens show for `COc1ccccc1CCNC(=O)c1cccn1-c1nnc(N2CCCC2)s1`?
HCMV antiviral: 0; AmpC inh detg: 5%; Sm TGR inh: 5%

What do the screens show for `CS(=O)(=O)N(CC(=O)NCCSc1ccccn1)c1ccc(F)cc1`?
FBPA Giardia inh: 6%; HCMV antiviral: -2; AmpC inh no detg: 1%; AmpC inh detg: 2%; Sm TGR inh: 4%; HCV inh: 15%

What do the screens show for `COc1ccc(Oc2cccc(Cl)c2CNC(=O)CCC(=O)O)cc1`?
FBPA Giardia inh: 11%; HCMV antiviral: -29; AmpC inh no detg: -15%; AmpC inh detg: 9%; Sm TGR inh: 10%; HCV inh: -13%

Results for Cc1c2cnn(CC(=O)N3CCC4(CC3)OCCO4)c(=O)c2c(C)n1Cc1ccccc1F ?
FBPA Giardia inh: -12%; HCMV antiviral: -13; AmpC inh no detg: 48%; AmpC inh detg: 4%; Sm TGR inh: 1%; HCV inh: -17%

Results for COC(=O)C1=C(C)N(c2ccc(F)cc2)C(=O)C1 ?
FBPA Giardia inh: 7%; HCMV antiviral: 60; AmpC inh no detg: -8%; AmpC inh detg: 0%; Sm TGR inh: inconclusive; HCV inh: 5%

How did COc1ccccc1OCC(=O)NCc1nc(-c2ccccc2)no1 do in these assays?
FBPA Giardia inh: 0%; HCMV antiviral: -29; AmpC inh no detg: -8%; AmpC inh detg: 1%; Sm TGR inh: -3%; HCV inh: 23%

What do the screens show for `COCC(=O)N(Cc1cc2ccc(C)cc2[nH]c1=O)c1ccc(C)cc1C`?
FBPA Giardia inh: -1%; HCMV antiviral: 20; AmpC inh no detg: -15%; AmpC inh detg: -8%; Sm TGR inh: -18%; HCV inh: -34%

Results for COc1ccc(C(=O)c2oc3nc(C)cc(C)c3c2N)cc1 ?
FBPA Giardia inh: 0%; HCMV antiviral: 39; AmpC inh no detg: 1%; AmpC inh detg: 0%; Sm TGR inh: 2%; HCV inh: -5%

Results for CC1=CC(C)(C)Nc2ccc(OC(=O)C(Cc3ccccc3)N3C(=O)c4ccccc4C3=O)cc21 (stereo not drawn) ?
FBPA Giardia inh: -3%; HCMV antiviral: inconclusive; AmpC inh no detg: -14%; AmpC inh detg: 2%; Sm TGR inh: 7%; HCV inh: 19%

What do the screens show for `COc1cccc(CNC(=O)CSc2nc(=O)[nH]c3c2CCCC3)c1`?
HCMV antiviral: -18; AmpC inh detg: 0%; Sm TGR inh: 6%

Results for COc1cc(CNC(=O)CCCC/C=C/C(C)C)ccc1O ?
FBPA Giardia inh: -1%&1%&5%; HCMV antiviral: -8; AmpC inh no detg: -9%; AmpC inh detg: -17%; Sm TGR inh: -15%; HCV inh: 1%

How did Cc1ccc(-n2nc(C(=O)N3CCN(c4cc(Cl)ccc4C)CC3)c3c4ccccc4n(C)c3c2=O)cc1 do in these assays?
HCMV antiviral: 5; AmpC inh detg: 1%; Sm TGR inh: 13%

Results for O=C(O)COc1ccccc1/C=C1\SC(=S)N(NC(=O)c2ccccc2O)C1=O ?
HCMV antiviral: 4; AmpC inh no detg: -20%; AmpC inh detg: -13%; Sm TGR inh: -11%; HCV inh: -25%

Results for CC(=O)c1ccc(NC(=O)COc2ccccc2C(=O)Nc2ccc(C)cn2)cc1 ?
FBPA Giardia inh: 3%; HCMV antiviral: -37; AmpC inh no detg: -3%[2.29 µM]; AmpC inh detg: 1%; Sm TGR inh: -4%; HCV inh: -6%

How did N#Cc1nc(COc2ccc(Br)cc2)oc1N1CCCC1 do in these assays?
FBPA Giardia inh: -1%; HCMV antiviral: 35; AmpC inh no detg: -9%; AmpC inh detg: -11%; Sm TGR inh: 4%; HCV inh: inconclusive

What do the screens show for `COC(=O)c1ccccc1CSc1nsc(C)c1C#N`?
FBPA Giardia inh: -3%; AmpC inh no detg: -26%; AmpC inh detg: -2%; Sm TGR inh: -20%; HCV inh: 9%

How did Cc1cc(C)n(-c2cc(=O)n(C)c(=O)n2C)n1 do in these assays?
FBPA Giardia inh: 7%; HCMV antiviral: 12; AmpC inh no detg: -10%; AmpC inh detg: -6%; Sm TGR inh: 1%; HCV inh: 8%

What do the screens show for `CN(C(=O)c1c(Cl)nc2sccn12)C1CCCCC1`?
FBPA Giardia inh: 5%; HCMV antiviral: 6; AmpC inh no detg: 2%; AmpC inh detg: -3%; Sm TGR inh: -2%; HCV inh: 10%

Next part; the last three above are carried over.
What do the screens show for `COC(=O)c1ccccc1CSc1nsc(C)c1C#N`?
FBPA Giardia inh: -3%; AmpC inh no detg: -26%; AmpC inh detg: -2%; Sm TGR inh: -20%; HCV inh: 9%

How did Cc1cc(C)n(-c2cc(=O)n(C)c(=O)n2C)n1 do in these assays?
FBPA Giardia inh: 7%; HCMV antiviral: 12; AmpC inh no detg: -10%; AmpC inh detg: -6%; Sm TGR inh: 1%; HCV inh: 8%

What do the screens show for `CN(C(=O)c1c(Cl)nc2sccn12)C1CCCCC1`?
FBPA Giardia inh: 5%; HCMV antiviral: 6; AmpC inh no detg: 2%; AmpC inh detg: -3%; Sm TGR inh: -2%; HCV inh: 10%

How did CCOC(=O)C1=C(COC(=O)c2ccco2)NC(=O)NC1CC (stereo not drawn) do in these assays?
HCMV antiviral: -17; AmpC inh no detg: -8%; AmpC inh detg: -6%; Sm TGR inh: -11%; HCV inh: -4%

Results for CCC(C)[C@H](NC(=O)N1CCCCCC1)C(=O)O (stereo partly drawn) ?
FBPA Giardia inh: -1%; HCMV antiviral: -24; AmpC inh no detg: -26%; AmpC inh detg: 1%; Sm TGR inh: 3%; HCV inh: 14%

How did CCc1c(C)nc2ncnn2c1NCCc1ccc(OC)c(OC)c1 do in these assays?
FBPA Giardia inh: 0%; HCMV antiviral: -73*; AmpC inh no detg: -9%; AmpC inh detg: inconclusive; Sm TGR inh: -7%; HCV inh: inconclusive

What do the screens show for `Cc1nc(NCc2ccco2)c2c3c(sc2n1)CCC3`?
FBPA Giardia inh: -1%; HCMV antiviral: -70*; AmpC inh no detg: -18%; AmpC inh detg: -3%; Sm TGR inh: inconclusive; HCV inh: -15%

How did Cc1cc(S(=O)(=O)NCc2ccccc2)ccc1OCC(=O)NCc1cccnc1 do in these assays?
FBPA Giardia inh: -6%; HCMV antiviral: -32; AmpC inh no detg: -2%; AmpC inh detg: -13%; Sm TGR inh: -5%; HCV inh: -3%

What do the screens show for `CN(C)CCCCOc1ccccc1-c1ccccc1`?
FBPA Giardia inh: inconclusive; HCMV antiviral: 9; AmpC inh no detg: 22%; AmpC inh detg: -1%; Sm TGR inh: -17%; HCV inh: 0%

What do the screens show for `COc1ccc(NC(=O)c2sc3nc(N4CCOCC4)c4c(c3c2N)CC(C)(C)OC4)cc1`?
FBPA Giardia inh: -5%; HCMV antiviral: -2; AmpC inh no detg: -3%; AmpC inh detg: inconclusive; Sm TGR inh: -26%; HCV inh: -5%

What do the screens show for `COc1ccc(NC(=O)CN(C)C(=O)/C=C/c2ccc(S(=O)(=O)N3CCCCCC3)cc2)cc1`?
HCMV antiviral: -77*; AmpC inh no detg: -7%; AmpC inh detg: 7%; Sm TGR inh: -23%; HCV inh: inconclusive

What do the screens show for `Cc1c(NC(=O)C(C)Oc2ccccc2F)c(=O)n(-c2ccccc2)n1C` (stereo not drawn)?
FBPA Giardia inh: 2%; HCMV antiviral: -23; AmpC inh no detg: -18%; AmpC inh detg: -12%; Sm TGR inh: -1%; HCV inh: 15%

How did CCC(C)NC(=O)CO/N=C/c1ccccc1OC(F)F (stereo not drawn) do in these assays?
FBPA Giardia inh: 2%; HCMV antiviral: 71; AmpC inh no detg: -8%; AmpC inh detg: inconclusive; Sm TGR inh: 2%; HCV inh: inconclusive

How did N#CC1=C(N)SC(C(=O)c2ccccc2)C1c1cccs1 (stereo not drawn) do in these assays?
FBPA Giardia inh: -9%; HCMV antiviral: -19; AmpC inh no detg: -42%; AmpC inh detg: inconclusive; Sm TGR inh: 1%; HCV inh: inconclusive

Results for COc1ccccc1OCC(=O)NNC(=O)CSC(=S)N1CCCC1 ?
HCMV antiviral: -10; AmpC inh no detg: -13%; AmpC inh detg: -2%; Sm TGR inh: -18%; HCV inh: 19%

How did CCOC(=O)c1c(NC(=O)COC(=O)c2ccc(C)s2)sc2c1CC(C)(C)NC2(C)C do in these assays?
HCMV antiviral: 20; AmpC inh no detg: 24%; AmpC inh detg: 0%; Sm TGR inh: 0%; HCV inh: inconclusive

Results for CCN(C(=O)CN1C(=O)S/C(=C\c2cccc(Cl)c2)C1=O)C1CCS(=O)(=O)C1 (stereo not drawn) ?
HCMV antiviral: -29; AmpC inh no detg: 135%[activator]; AmpC inh detg: -3%; Sm TGR inh: 8%; HCV inh: -15%

What do the screens show for `O=C(Cn1nc(-c2ccccc2)nc(Cc2ccccc2)c1=O)Nc1ccc(Cl)cc1`?
HCMV antiviral: inconclusive; AmpC inh detg: 8%; Sm TGR inh: 5%

An excerpt from above in order of formula weight, low to high:
What do the screens show for `CN(C)CCCCOc1ccccc1-c1ccccc1`?
FBPA Giardia inh: inconclusive; HCMV antiviral: 9; AmpC inh no detg: 22%; AmpC inh detg: -1%; Sm TGR inh: -17%; HCV inh: 0%

How did CCC(C)NC(=O)CO/N=C/c1ccccc1OC(F)F (stereo not drawn) do in these assays?
FBPA Giardia inh: 2%; HCMV antiviral: 71; AmpC inh no detg: -8%; AmpC inh detg: inconclusive; Sm TGR inh: 2%; HCV inh: inconclusive

What do the screens show for `O=C(Cn1nc(-c2ccccc2)nc(Cc2ccccc2)c1=O)Nc1ccc(Cl)cc1`?
HCMV antiviral: inconclusive; AmpC inh detg: 8%; Sm TGR inh: 5%
